12-LOX inh – Primary qHTS assay for inhibitors of human arachidonate 12S-lipoxygenase (ALOX12): Round 2; Polyunsaturated fatty acid lipoxygenase ALOX12 (Homo sapiens), P18054; purified 12hLO, xylenol orange hydroperoxide absorbance; Potency, µM (highest dose often 108 µM), for the others: at the top dose activity change, negative = inhibition, actives largely listed as inhibitors; hit rate 1.1% among 580,000; note: % is set by controls: 0 for no effect and ±100 for the full control effect
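Purified human 12hLO (150 nM final) in 25 mM Hepes, 0.01% Triton X-100, pH 7.0 was preincubated 15 min at room temperature with compound. Then 40 uM arachidonic acid was added, 30 min. Hydroperoxide was read by Fe-XO absorbance ratio 573/405 nm.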
Pin1 inhibitor – qHTS Assay to Find Inhibitors of Pin1. AID 504891, 2011. Pin1 FP peptide displacement, HiFluor488, 10 min. hit rate 0.009% among 390,000. Peptidyl-prolyl cis-trans isomerase NIMA-interacting 1 (Homo sapiens), Q13526. Potency, µM (doses to about 115 µM), for the others: top-dose activity, negative = inhibition, usual class: inhibitors; active = well fitted inhibition curve with a large enough effect in the polarisation, with a control signal flat, not every such curve was filed as active; inconclusive = small, poorly fitted or top-dose-only effect, or effect the other way, or a change in a side signal; inactive = no such curve, though single readings can be large or run the other way; the % refers to the polarisation; note: % is set by controls: 0 for no effect and ±100 for the full control effect
Target sequence (Q13526 whole entry, looked up): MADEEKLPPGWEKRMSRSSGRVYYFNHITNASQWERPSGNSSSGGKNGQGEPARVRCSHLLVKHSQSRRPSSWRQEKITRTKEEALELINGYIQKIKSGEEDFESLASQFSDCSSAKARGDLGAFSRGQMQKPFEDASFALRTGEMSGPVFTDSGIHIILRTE
RGS4 inhibitor – Inhibitors of Regulator of G Protein Signaling (RGS) 4: qHTS | Transcreener GDP fluorescence polarization, RGS4-accelerated GTP hydrolysis | Potency, µM (doses to about 114 µM), for inactives: top-dose activity change, negative = inhibition, actives largely listed as inhibitors | hit rate 0.039% among 390,000 | AID 504845, 2011; note: % is set by controls: 0 for no effect and ±100 for the full control effect; nearly all actives have a fitted effect of over 75% in size; some results filed as inactive show a strong effect at the top dose
Target sequence (P49798 whole entry, looked up): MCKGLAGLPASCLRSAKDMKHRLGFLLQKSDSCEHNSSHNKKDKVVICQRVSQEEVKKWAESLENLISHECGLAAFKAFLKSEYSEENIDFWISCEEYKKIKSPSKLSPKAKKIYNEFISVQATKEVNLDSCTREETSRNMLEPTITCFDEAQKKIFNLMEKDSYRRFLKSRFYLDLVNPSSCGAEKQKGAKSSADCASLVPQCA
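MLSMR compounds (23 nl, pin-transferred) preincubated 10 min at room temperature with a 500nM (2x) first reagent, then RGS4 at 900nM (2x) plus Transcreener GDP mix added; fluorescence polarization (620/688 nm) read before and after 90 min at 30 °C.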
HP1b chromo inh – HTS for Inhibitors of HP1-beta Chromodomain Interactions with Methylated Histone Tails; AlphaScreen HP1-beta / biotin-H3K9me3 peptide binding; AID 540317, 2011; Potency, µM (highest dose often 114 µM), for the others: top-dose activity change, negative = inhibition, hits mostly inhibitors; hit rate 0.56% among 390,000; Chromobox protein homolog 1 (Homo sapiens), P83916; note: nearly all actives have a fitted effect of over 70% in size; inactives centre near 23
Target sequence (P83916 whole entry, looked up): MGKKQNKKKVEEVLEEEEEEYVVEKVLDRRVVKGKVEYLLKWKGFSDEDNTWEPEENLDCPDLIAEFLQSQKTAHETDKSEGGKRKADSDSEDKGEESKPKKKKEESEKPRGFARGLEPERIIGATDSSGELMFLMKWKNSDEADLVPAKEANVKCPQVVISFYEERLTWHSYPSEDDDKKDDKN
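HP1-beta protein (50 nM final) preincubated 30 min at room temperature with biotinylated H3(1-18)K9me3 peptide (50 nM) in PBS pH 7.4, 0.01% Tween-20, then compound added for 30 min. AlphaScreen streptavidin donor/nickel chelate acceptor beads (10 ug/mL final), 30 min dark, luminescence read.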
ERG Ets-DNA blk – qHTS for Small Molecule Inhibitors of the ERG Ets/DNA interaction | Transcriptional regulator ERG (Homo sapiens), P11308 | fluorescence polarization, His-ERG Ets domain / labelled DNA | Potency, µM (highest dose often 76.9 µM), for the others: top-dose FP activity, negative = inhibition, usual class: inhibitors | hit rate 0.028% among 370,000 | AID 624246, 2012; active = well fitted inhibition curve with a large enough effect in the polarisation, with a control signal flat; inconclusive = small, poorly fitted or top-dose-only effect, or effect the other way, or a change in a side signal; inactive = no such curve, though single readings can be large or run the other way; the % refers to the polarisation;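 note: polarization taken with two DNA probes labelled with fluorescein and Texas red; % of control where 0% means no effect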
Target sequence (P11308 whole entry, looked up, the tested form may be a part): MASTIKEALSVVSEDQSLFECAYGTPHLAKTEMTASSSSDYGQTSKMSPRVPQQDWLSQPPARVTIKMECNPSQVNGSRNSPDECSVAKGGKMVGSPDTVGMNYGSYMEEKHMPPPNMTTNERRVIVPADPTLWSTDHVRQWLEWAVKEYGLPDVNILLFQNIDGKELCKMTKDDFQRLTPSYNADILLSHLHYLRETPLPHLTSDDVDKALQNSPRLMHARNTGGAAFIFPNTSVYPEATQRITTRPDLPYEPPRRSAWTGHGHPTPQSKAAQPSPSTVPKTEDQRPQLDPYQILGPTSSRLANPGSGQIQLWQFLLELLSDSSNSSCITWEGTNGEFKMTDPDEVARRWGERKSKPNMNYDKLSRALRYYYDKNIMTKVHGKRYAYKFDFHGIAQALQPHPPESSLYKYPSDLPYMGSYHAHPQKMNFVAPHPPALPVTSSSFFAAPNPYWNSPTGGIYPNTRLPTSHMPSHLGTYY
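His-tagged ERG Ets domain (1 uM in the protein solution; 300mM KCl, 50mM Tris-HCl, 1mM EDTA, 1mM DTT, pH 7.5) received compound, then a probe mix of 5 nM fluorescein-DNA and 100nM Texas-615-DNA. Fluorescence polarization was read for both dyes.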
GLS inhibitor – qHTS for Inhibitors of Glutaminase (GLS); Glutaminase kidney isoform, mitochondrial (Homo sapiens), O94925; GLS enzymatic activity, qHTS titration; Potency, µM (top dose mostly 45.5 µM), inactives show top-dose activity change, negative = inhibition, hits mostly inhibitors; hit rate 0.21% among 410,000; AID 624170, 2012; note: % is set by controls: 0 for no effect and ±100 for the full control effect
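Two-point fluorescence kinetic (t0, 30 min RT) for hKGA; glutamate detected via glutamate oxidase–HRP–Amplex Red. Substrate: 1 mM L-glutamine solution; buffer 45 mM KH2PO4, pH 8.2.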
PGK inhibitor – qHTS Assay to Find Inhibitors of Phosphoglycerate Kinase; AID 602233, 2012; Phosphoglycerate kinase, glycosomal (Trypanosoma brucei brucei), P07378; hit rate 0.043% among 380,000; Potency, µM (highest dose often 57.5 µM), for inactives: at the highest dose activity change, negative = inhibition, most hits filed as inhibitors; PGK/GAPDH coupled, Kinase-Glo luminescence, 60 min; note: % is set by controls: 0 for no effect and ±100 for the full control effect; nearly all actives have a fitted effect of over 60% in size
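Luminescent ATP detection (Kinase-Glo Plus) follows a 60-minute room-temperature incubation, with wells lacking PGK as controls. Buffer: 100 mM TEA (pH 7.6), 5 mM MgCl2, 0.01% Tween-20. Coupling enzyme GAPDH (100 nM final) supplies unstable 1,3-BPG in-well.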
JMJD2A Tudor inh – qHTS Assay for Inhibitors of JMJD2A-Tudor Domain | AID 504339, 2011 | Lysine-specific demethylase 4A (Homo sapiens), O75164 | Potency, µM (highest dose often 114 µM), without a hit: at the top dose activity change, negative = inhibition, actives largely listed as inhibitors | hit rate 4.4% among 390,000 | AlphaScreen JMJD2A-Tudor / H3K4me3 peptide binding; note: % is set by controls: 0 for no effect and ±100 for the full control effect; nearly all actives have a fitted effect of over 50% in size
rTrxR1 inhibitor – qHTS Assay for Inhibitors of Mammalian Selenoprotein Thioredoxin Reductase 1 (TrxR1): qHTS. Thioredoxin reductase 1, cytoplasmic (Rattus norvegicus), O89049. recombinant rTrxR1, NADPH fluorescence consumption, selenite substrate. Potency, µM (doses to about 114 µM), for the others: at the top dose activity change, negative = inhibition, hits mostly inhibitors. hit rate 1% among 390,000. AID 588453, 2011; note: % is set by controls: 0 for no effect and ±100 for the full control effect; nearly all actives have a fitted effect of over 65% in size
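Rat TrxR1 (90 nM in the dispensed reagent) was pre-reduced with 400 uM NADPH for 5 min at room temperature, then incubated with compound for 15 min. After 400 uM selenite was added, NADPH fluorescence (Ex 340/Em 450 nm) was followed for 8 min.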
* = called active by the depositor; i = inactive; u = inconclusive; x = no result given; & = joins results of further samples; ! = repeats disagree; [ ] = dose if it differs, or a comment. Unless noted, calls come from the whole dose curve; as a rule, active = well fitted curve in the direction sought with a large enough effect; inconclusive = small, poorly fitted or top-dose-only effect, or another doubt; inactive = no such curve, though single readings can be large; an effect the other way counts as inactive or inconclusive. Potency is the fitted concentration of half-maximal effect. Only part of the results is shown; rates above refer to the full screens.

SMILES	12-LOX inh	Pin1 inhibitor	RGS4 inhibitor	HP1b chromo inh	ERG Ets-DNA blk	GLS inhibitor	PGK inhibitor	JMJD2A Tudor inh	rTrxR1 inhibitor
COc1ccccc1-n1cc(C(=O)NCC(=O)N2CCN(c3ccccn3)CC2)c2ccccc2c1=O	-14%	u	31%	17%	-3%	-2%	1%	-14%	-1%
COc1cccc(C(=O)Nc2cccc(NC(=O)c3cccs3)c2)c1	0%	-1%	-10%	14%	4%	1%	i	-24%	34%
Cc1nnc(NC(=O)C23CC4CC(CC(C4)C2)C3)s1	6%	4%	17%	28%	13%	2%	-2%	8%	21%
COC(=O)c1ccccc1NC(=O)Nc1cnccn1	0%	-3%	-10%	28%	-3%	x	-2%	9%	-13%
Cc1ccc(C(c2ccc(C)c(C)c2)C(O)C2OC(=O)C(O)C2O)cc1C (configuration not stated)	-17%	-10%	-25%	-4%	x	-28%	i	-20%	-3%
O=C(CSc1nc(-c2ccco2)cc(C(F)(F)F)n1)N1CCSCC1	8%	1%	-10%	10%	3%	12%	i	-18%	12%
N=c1c[n+](N2CCOCC2)[n-]o1	-16%	1%	19µM*!	2%	-25%	1%	2%	56µM*	u
CSCC(=O)NS(=O)(=O)c1ccc(C)cc1	-27%	-4%	-4%	49%[activator]	-7%	1%	-1%	-26%	15%
c1ccc(-c2noc(CSc3nnnn3C3CCCCC3)n2)cc1	u	4%	-10%	73%[activator]	-4%	-13%	-7%	52%[activator]	27%
COc1ccc(CCNC2CC(=O)N(N(C)C)C2=O)cc1OC (configuration not stated)	-7%	-8%	-11%	14%	4%	0%	-1%	1%	-16%
Cc1ccc(C(=O)NCCc2nnc3ccc(SCC(=O)Nc4c(C)cc(C)cc4C)nn23)cc1	-18%	-3%	-9%	17%	-9%	-6%	i	-11%	-17%
O=C(c1cc2ccccc2o1)N1CC=C(c2ccccc2)CC1	u	6%	-19%	69%[activator]	4%	3%	-10%	67%[activator]	11%[57.1 µM]
CCC(C)NS(=O)(=O)c1ccc(NC(=O)c2ccc([N+](=O)[O-])cc2Cl)cc1 (configuration not stated)	-21%	-1%	3%	12%	5%	5%	7%	3%	12%[57.1 µM]
Cc1ccc(S(=O)(=O)Nc2ccccc2C(=O)NCC2CCCO2)cc1 (configuration not stated)	0%	16%	-12%	30%	4%	0%	-9%	6%	4%
CCOC(=O)C1CC(CN2C(=O)c3ccccc3C2=O)OC1=O (configuration not stated)	-14%	1%	17%	-31%	7%	-14%	0%	-9%	26%
COc1ccc(NC(=O)c2cc3c([nH]c2=O)CC(c2ccccc2)CC3=O)cc1 (configuration not stated)	-7%	7%	2%	43%[activator]	9%	-3%	-10%	13%	22%[57.1 µM]
CN(C(=O)CSc1ncnc2sccc12)c1c(N)n(Cc2ccccc2)c(=O)[nH]c1=O	-6%	0%	15%	13%	-5%	0%	-4%	-5%	-2%
CCc1ccc(Nc2nc3ccccc3nc2NS(=O)(=O)c2ccccc2)cc1	u	1%	-12%	56%[activator]	0%	-9%	i	1%	17%
c1ccc2[nH]c(SCc3cn4ccccc4n3)nc2c1	0%	-8%	3%	24%	12%	7%	-11%	-22%	20%
COc1cc(C(=O)Nc2ccc(-c3cc(C(F)(F)F)nn3-c3ccccc3)cc2)cc(OC)c1OC	u	8%	7%	17%	-3%	-1%	x	-23%	11%
CCCCn1c(N)c(N(CC)C(=O)CCc2ccccc2)c(=O)[nH]c1=O	1%	-2%	1%	9%	1%	15%	-11%	-3%	13%[57.1 µM]
CC1(c2ccccc2)NC(=O)N(CC(=O)Nc2ccccc2C(=O)NC2CC2)C1=O (configuration not stated)	-1%	-1%	-19%	46%[activator]	-19%	-17%	-9%	-4%	-6%
Cc1cc(C)n(S(=O)(=O)c2ccc(Cl)c(Cl)c2Cl)n1	-19%	5%	-9%	136%	4%	-6%	-9%	14%	15%
Cc1[nH]c2ccc(C(=O)NCCCN3CCCCC3)cc2c1C	-25%&-18%	0%&-7%	-7%&-15%	57%&18%[activator]	-5%&-7%	-5%&-7%	-12%	-1%&-18%	16%
Cc1nc2ccccc2c(=O)n1NC(=O)c1ccc([N+](=O)[O-])cc1	-28%	-6%	52%	-2%	4%	4%	-4%	8.9µM*	31%[57.1 µM]
O=C(NCCc1ccc(Cl)cc1)c1ccc2c(c1)N(Cc1ccccc1F)C(=O)c1ccccc1S2(=O)=O	-9%	28%	-7%	37%	6%	3%	-7%	-9%	26%
O=C(CSC(=S)N1CCCC1)N1CCN(S(=O)(=O)c2cccc(F)c2)CC1	-20%	0%	-9%	33%	9%	-2%	-2%	u	4%
CN(C(=O)c1cn2ccccc2n1)c1c(N)n(Cc2ccccc2)c(=O)[nH]c1=O	9%	-10%	26%	16%	3%	9%	0%	-16%	-8%
Cc1ccc(C)c(Cn2c(=O)n(CC3CCC(C(=O)N4CCOCC4)CC3)c(=O)c3sccc32)c1 (configuration not stated)	-16%	-1%	23%	27%	-2%	5%	i	-25%	18%[57.1 µM]
CCc1cccc(NC(=O)CN2C(=O)NC3(CCCCCCC3)C2=O)c1	8%	-1%	9%	31%	-3%	0%	-3%	-7%	5%
CN(C)S(=O)(=O)c1cccc(NC(=O)c2ccc(N3CCOCC3)c([N+](=O)[O-])c2)c1	4%	0%	-7%	-5%	-1%	-6%	1%	-33%	-4%[57.1 µM]
CC(C)NC(=O)N(C)C[C@@H]1Oc2c(NS(=O)(=O)c3ccccc3)cccc2C(=O)N([C@@H](C)CO)C[C@@H]1C	-12%	35%[activator]	-8%	44%[activator]	-8%	-4%	i	1%	-4%[57.1 µM]
Cc1ccc(S(=O)(=O)NC(=O)c2cc(C)n(CCCn3ccnc3)c2C)cc1	19%	-1%	-25%	36%	4%	-5%	-8%	56µM*	u
COc1ccc(OC)c(NC(=O)CCN2CCN(C/C=C/c3ccccc3)CC2)c1	-22%	-3%	6%	1%	-3%	3%	-4%	-33%	14%
O=C(c1ccco1)N1CCN(C(=O)c2cnn(-c3cccc(F)c3)c2C2CCNCC2)CC1	-6%&-4%	-8%&-9%	6%&7%	34%&28%	0%&0%	-3%&5%	-5%&1%	-1%&2%	-5%&-13%
CCC(Sc1ccc2nnc(-c3ccc(OC)c(OC)c3)n2n1)C(=O)O (configuration not stated)	u	2%	-9%	32%[activator]	0%	1%	5%	-20%	4%[57.1 µM]
Cc1occc1-c1nnc(SCC(=O)N2CCOCC2)n1CC(C)C	-23%	-5%	-26%	20%	1%	-12%	-6%	15%	-2%[11.4 µM]
C=CCOc1ccc(/C=C/C(=O)OC(C)C(=O)Nc2ccc(NC(C)=O)cc2)cc1 (configuration not stated)	-27%	-4%	-43%	23%	0%	4%	-7%	-19%	-1%
Cc1ccc(/C(O)=C2\C(=O)C(=O)N(CCN(C)C)C2c2ccccc2F)cc1 (configuration not stated)	-13%	3%	18%	35%	-2%	6%	5%	-19%	-7%
COc1cc(NS(=O)(=O)c2cc3c(cc2C)NC(=O)CO3)cc(OC)c1	27%	0%	-30%	31%	0%	-3%	-8%	-12%	13%[57.1 µM]
Cc1noc(C)c1S(=O)(=O)N1CCCC(C(=O)NCc2ccccc2Cl)C1 (configuration not stated)	-9%	-8%	4%	37%	8%	-2%	-8%	5%	24%
O=C(Nc1nc2c(F)cc(F)cc2s1)c1ccco1	29%	51%[activator]	-3%	20%	-14%	5%	1%	-15%	8%[57.1 µM]
O=C(CN1C(=O)C2CC=CCC2C1=O)Nc1nccs1 (configuration not stated)	0%	u	12%	15%	-5%	-4%	-1%	-5%	10%
CCN1C(=O)C(CC(=O)Nc2ccc(OC)cc2)N(CCc2ccc(F)cc2)C1=S (configuration not stated)	u	1%	-33%	25%	0%	-17%	-4%	-10%	11%[57.1 µM]
CCc1cc2ccccc2nc1SCC(=O)Nc1cc(OC)c(OC)cc1C(=O)O	-6%	-7%	-14%	14%	2%	31%	-10%	-21%	13%
CC(C)N(CCNC(=O)c1oc(=O)c2ccccc2c1-c1ccccc1)Cc1ccco1	-17%	-11%	-9%	1%	2%	0%	-7%	-30%	22%
CCOc1ccc(NC(=O)Cn2c(=O)cc(C)c3c(C)nn(-c4cccc(Cl)c4C)c32)cc1	-14%	-4%	-19%	59%[activator]	-9%	6%	i	-33%	19%[57.1 µM]

Source: PubChem
